PLK1 PBD inh = PLK1 (human) polo-box domain binding inhibition | actives 2.8% (n = 360,000) | Plk1 PBD binding of FITC phosphopeptide, fluorescence polarization | P53350 | AID 720504 | Potency, µM, for inactives: max response, negative = inhibition, most hits filed as inhibitors; note: potency is the fitted concentration of half-maximal effect; series mostly up to about 57 µM; % is set by controls: 0 for no effect and ±100 for the full control effect; nearly all actives have a fitted effect of over 65% in size
EPAC1 antagonist = EPAC1 (human) antagonism | EPAC1 GEF assay, Rap1b-BODIPY-GDP exchange fluorescence | AID 720709 | Potency, µM (top dose mostly 115 µM), for the others: at the top dose activity change, negative = inhibition, actives largely listed as inhibitors | actives 0.14% (n = 360,000);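 note: potency is the fitted concentration of half-maximal effect; plate controls were vehicle for no effect and positive control for full effect; nearly all actives have a fitted effect of over 50% in size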
Target sequence (O95398 whole entry, looked up): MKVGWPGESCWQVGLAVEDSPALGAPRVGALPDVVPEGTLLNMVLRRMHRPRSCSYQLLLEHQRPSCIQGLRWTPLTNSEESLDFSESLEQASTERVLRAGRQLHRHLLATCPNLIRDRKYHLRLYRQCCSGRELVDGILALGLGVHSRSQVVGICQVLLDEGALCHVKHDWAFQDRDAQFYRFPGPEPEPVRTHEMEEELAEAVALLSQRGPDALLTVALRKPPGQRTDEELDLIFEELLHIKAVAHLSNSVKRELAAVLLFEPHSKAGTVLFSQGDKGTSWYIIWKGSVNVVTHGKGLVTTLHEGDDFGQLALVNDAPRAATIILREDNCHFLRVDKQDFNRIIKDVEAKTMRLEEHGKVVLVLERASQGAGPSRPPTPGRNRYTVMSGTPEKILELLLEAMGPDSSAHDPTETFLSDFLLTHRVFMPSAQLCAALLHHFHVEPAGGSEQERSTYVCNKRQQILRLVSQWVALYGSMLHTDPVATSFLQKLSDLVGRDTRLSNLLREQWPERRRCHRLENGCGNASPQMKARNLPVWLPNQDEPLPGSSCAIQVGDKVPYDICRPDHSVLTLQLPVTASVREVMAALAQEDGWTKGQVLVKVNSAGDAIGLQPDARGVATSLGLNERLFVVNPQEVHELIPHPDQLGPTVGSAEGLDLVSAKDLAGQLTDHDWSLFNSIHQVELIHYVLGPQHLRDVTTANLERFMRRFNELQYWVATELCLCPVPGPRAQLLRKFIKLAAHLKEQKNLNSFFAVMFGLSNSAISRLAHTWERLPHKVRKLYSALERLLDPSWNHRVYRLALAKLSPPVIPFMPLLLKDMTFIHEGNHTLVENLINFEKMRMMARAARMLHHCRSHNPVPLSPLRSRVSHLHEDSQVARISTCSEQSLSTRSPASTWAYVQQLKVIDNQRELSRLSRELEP
Abeta rescue = restores growth of yeast expressing A-beta42 peptide | Potency, µM (series often up to 46.1 µM), inactives show at the highest dose growth rescue, hits mostly activators | actives 0.063% (n = 410,000) | AID 1347071 | yeast expressing A-beta42, growth rescue, OD600, 48 h; response scale: 0% DMSO, 100% iron-clioquinol control; note: potency is the fitted concentration of half-maximal effect; nearly all actives have a fitted effect of over 55% in size
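Yeast growth medium received pinned compounds, then yeast cells expressing toxic A-beta were added; plates incubated at 30 C for 48 hr. Growth read as absorbance at 600 nm, normalized to DMSO and equimolar FeCl3 plus clioquinol controls.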
PI5P4K alpha inh = inhibitors of human PI5P4K alpha. P48426. PI5P4Kalpha enzyme, ADP-Glo luminescence, 60 min; active compounds read low. max response, %. actives 1.2% (n = 330,000). AID 652105; active = max response of -50% or lower; inconclusive = between -30% and -50%; inactive = -30% or higher; note: value at the top dose of about 77 µM; % is set by controls: 0 for no effect and ±100 for the full control effect
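Enzyme plus substrate dispensed, test compounds pinned in, then ATP (5 microM final) added. After 60 min at RT, ADP-Glo reagent 1 for 45 min and reagent 2 for 30 min preceded luminescence imaging.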
EPAC1 ag = activates human EPAC1 exchange factor. O95398. EPAC1 agonist qHTS, biochemical assay; response scale: 100% = response to 6.5 mM cAMP. Potency, µM (highest dose often 154 µM), inactives show top-dose activation, hits mostly activators. actives 0.073% (n = 360,000). AID 720707; note: potency is the fitted concentration of half-maximal effect; nearly all actives have a fitted effect of over 60% in size
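Normalized to 6.5 mM cAMP, activity reflects EPAC1-catalysed release of BODIPY-GDP from Rap1B, followed kinetically over 30 min at 480 nm excitation, 540 nm emission. Reaction contained 100 nM EPAC1, 250 nM Rap1B-BODIPY-GDP, 50 uM GDP.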
FUS suppressor = suppressors of FUS proteinopathy in yeast; S. cerevisiae FUS-expressing, growth rescue, OD600, 24 h; Potency, µM (series often up to 76.6 µM), for inactives: at the highest dose growth rescue (activation), actives largely listed as activators; actives 0.24% (n = 390,000);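 note: potency is the fitted concentration of half-maximal effect; plate controls were DMSO vehicle for no effect and reference control for full effect; nearly all actives have a fitted effect of over 55% in size; some results filed as inactive show a strong effect at the top dose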
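Galactose (2%) drives FUS expression in yeast precultured in raffinose; seeding density OD 0.005. Test compounds incubated 24hr at 30C and 99% humidity before absorbance at 600 nm was measured.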
IL-2 act = activators of IL-2. IL-2 activation reporter assay, cell-based qHTS; stimulated with anti-CD3/CD4/CD28 beads; in transgenic mouse T cells. activation, % (series mostly up to about 46 µM). actives 0.065% (n = 360,000); in the data active = activation above about 50%; inconclusive = mostly about 30% to 49%; note: 0% is about no effect
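Screening format: compound pinned onto unstimulated transgenic mouse T cells, 60 min incubation, then anti-CD3/anti-CD4/anti-CD28 bead stimulation for 18 hours at 37 degrees C, followed by EGFP and DsRed detection.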
WRN helicase inh = inhibitors of human WRN helicase | Potency, µM (titrated, usually from 114 µM), inactives show at the highest dose activity change, negative = inhibition, hits mostly inhibitors | actives 0.46% (n = 360,000) | Q14191 | WRN helicase unwinding, fluorescent forked duplex, kinetic; note: potency is the fitted concentration of half-maximal effect; % is set by controls: 0 for no effect and ±100 for the full control effect; nearly all actives have a fitted effect of over 55% in size
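Fluorescence dequenching readout, ex 525 nm/em 598 nm, kinetic mode: forked duplex DNA (100 nM final) with adjacent fluorophore and quencher unwound by WRN (20 nM final) with 2 mM ATP. Compound preincubation 15 min, room temperature.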
* hit, by the source's call; ? = inconclusive; . = not tested or not shown; [ ] = remark or other dose. Unless noted, calls come from the whole dose curve; as a rule, active = well fitted curve in the direction sought with a large enough effect; inconclusive = small, poorly fitted or top-dose-only effect, or another doubt; inactive = no such curve, though single readings can be large; an effect the other way counts as inactive or inconclusive.

SMILES | PLK1 PBD inh | EPAC1 antagonist | Abeta rescue | PI5P4K alpha inh | EPAC1 ag | FUS suppressor | IL-2 act | WRN helicase inh
COc1ccc(C(=O)/C=C/C(=O)N(Cc2ccccc2OC)C(C(=O)NC2CCCCC2)c2ccncc2)c(O)c1 (stereo unspecified) | -5% | ? | 2% | 1 | -4% | ? | -6.0 | -15%
Cc1ccc(C(=O)c2ccc([N+](=O)[O-])cc2)cc1C | -6% | 7% | 9% | . | -3% | -12% | -1.8 | -12%
O=C(CSc1n[nH]c(-c2ccncc2)n1)c1ccccc1 | -8% | 1% | 5% | . | 2% | 4% | -1.8 | -4%
COCCN(C(=O)COC(=O)CNC(=O)c1cccs1)c1c(N)n(Cc2ccccc2)c(=O)[nH]c1=O | -8% | -2% | -5% | 0 | 8% | 7% | 0.6 | -34%
CC(C)c1ccc(-c2nc(N3CCCC3)nc3n[nH]c(N)c23)cc1 | -1% | 1% | 4% | 0 | -3% | 7% | -1.7 | 4%
CC(C)(C)C1CCc2c(sc3nc(SCC(=O)O)nc(N)c23)C1 (stereo unspecified) | ? | -19% | -12% | 0 | -11% | 19% | -2.0 | -7%
COc1ccc([N+](=O)[O-])cc1N(CC(=O)N1CCCC1)S(C)(=O)=O | -4% | ? | -10% | 3 | -1% | -7% | -1.9 | 3%
COc1ccccc1NC(=O)COc1ccc(C(=O)OCC(=O)N2CCCC2=O)cc1OC | -10% | 15% | -5% | 0 | 3% | 0% | -0.2 | -8%
CC1CCN(CC(=O)Nc2ccc(S(=O)(=O)N3CCCC(C)C3)cc2)CC1 (stereo unspecified) | -1% | 6% | -3% | 5 | 1% | -7% | 0.5 | -6%
Cc1ccc(NC(=O)/C(=C/c2ccc([N+](=O)[O-])cc2)NC(=O)c2ccccc2)cc1 | -1% | -24% | -15% | -1 | 1% | 4% | -4.4 | 5%
Cc1c(C)c2ccc(OCC(=O)NC(Cc3c[nH]c4ccc(O)cc34)C(=O)O)c(C)c2oc1=O (stereo unspecified) | 9% | -6% | 2% | 1 | -15% | -3% | 2.6 | -10%
Cc1nn(-c2ccccc2)c(N)c1C(O)(CC(=O)C(F)(F)F)C(F)(F)F (stereo unspecified) | 0% | 4% | -15% | 12 | -2% | . | 0.0 | 0%

4 compounds picked at random from the list so far:
SMILES | PLK1 PBD inh | EPAC1 antagonist | Abeta rescue | PI5P4K alpha inh | EPAC1 ag | FUS suppressor | IL-2 act | WRN helicase inh
CC(C)c1ccc(-c2nc(N3CCCC3)nc3n[nH]c(N)c23)cc1 | -1% | 1% | 4% | 0 | -3% | 7% | -1.7 | 4%
Cc1c(C)c2ccc(OCC(=O)NC(Cc3c[nH]c4ccc(O)cc34)C(=O)O)c(C)c2oc1=O (stereo unspecified) | 9% | -6% | 2% | 1 | -15% | -3% | 2.6 | -10%
COc1ccc([N+](=O)[O-])cc1N(CC(=O)N1CCCC1)S(C)(=O)=O | -4% | ? | -10% | 3 | -1% | -7% | -1.9 | 3%
CC1CCN(CC(=O)Nc2ccc(S(=O)(=O)N3CCCC(C)C3)cc2)CC1 (stereo unspecified) | -1% | 6% | -3% | 5 | 1% | -7% | 0.5 | -6%

Further entries:
SMILES | PLK1 PBD inh | EPAC1 antagonist | Abeta rescue | PI5P4K alpha inh | EPAC1 ag | FUS suppressor | IL-2 act | WRN helicase inh
C=CCn1c(C)cc(C(=O)COC(=O)[C@@H](NC(=O)c2ccccc2Cl)C(C)C)c1C | -11% | -8% | 12% | 7 | 12% | -7% | -0.3 | -3%
CCOC(=O)C1=C(C)n2c(s/c(=C/c3cccc([N+](=O)[O-])c3)c2=O)=NC1c1ccc(O)c(OC)c1 (stereo unspecified) | -6% | -1% | -3% | . | 11% | 20% | 1.9 | -22%
CSc1ccccc1C(=O)NCc1ccc(S(N)(=O)=O)cc1 | -3% | -15% | -2% | -9 | 0% | 3% | -0.3 | 3%
Cc1cccc(OCC(=O)N2CCN(C(=O)Cc3ccccc3)CC2)c1 | -6% | -4% | 17% | -5 | -1% | -5% | -0.1 | -5%
Cc1ccn2c(C(=O)CSc3ccc(Cl)cc3Cl)c(C)nc2c1 | -14% | -9% | -12% | 3 | 6% | -8% | -1.7 | -5%
COc1ccc(NC(=O)CCN2C(=O)c3ccccc3S2(=O)=O)c(OC)c1 | -19% | -5% | -3% | -1 | 6% | 15% | -0.7 | 5%
COc1ccc(NC(=O)NC2(C(=O)N3CCCCC3)CCCCC2)cc1 | -5% | 12% | -4% | 4 | -4% | 13% | 0.1 | 12%
CCOc1ccc(-n2c(=S)sc3c(=O)[nH]c(SCC(=O)N4CCC(C)CC4)nc32)cc1 | ? | -15% | 3% | . | 12% | 5% | -0.7 | -25%
Oc1c(CN2CCCCC2)cc(Br)c2cccnc12 | ? | 2% | -73%[inhibitor] | -21 | -2% | 12% | -2.8 | 7%
Cc1ccc(/C=C/C(=O)NC(=S)N2CCN(c3ccc(F)cc3)CC2)cc1 | -15% | 5% | 3% | 1 | 2% | 19% | -0.1 | 0%
COc1ccc(-c2nc3ccccc3nc2-c2ccccc2)cc1 | 21µM* | -12% | -13% | -13 | 16% | 24% | 2.1 | -13%
NC(=O)NC(c1ccccc1)c1ccccc1 | 2% | 9% | 22% | . | -2% | -16% | 0.9 | -3%

Two of the compounds above, as tab-separated lines:
Compound	PLK1 PBD inh	EPAC1 antagonist	Abeta rescue	PI5P4K alpha inh	EPAC1 ag	FUS suppressor	IL-2 act	WRN helicase inh
Cc1ccc(/C=C/C(=O)NC(=S)N2CCN(c3ccc(F)cc3)CC2)cc1	-15%	5%	3%	1	2%	19%	-0.1	0%
C=CCn1c(C)cc(C(=O)COC(=O)[C@@H](NC(=O)c2ccccc2Cl)C(C)C)c1C	-11%	-8%	12%	7	12%	-7%	-0.3	-3%

Remaining list, next part.
SMILES | PLK1 PBD inh | EPAC1 antagonist | Abeta rescue | PI5P4K alpha inh | EPAC1 ag | FUS suppressor | IL-2 act | WRN helicase inh
C=CC(=O)N1C/C(=C/c2ccccc2)C(=O)/C(=C\c2ccccc2)C1 | ? | ? | -80%[inhibitor] | 23 | -17% | . | -6.3 | ?
CC1(C)Cc2c(cnn2-c2ccc(F)cc2)C(NC(=O)CCCN2CCCCC2=O)C1 (stereo unspecified) | 2% | -14% | 0% | -5 | -2% | 21% | 2.1 | -22%
CC(NS(=O)(=O)c1ccc(Br)cc1)C(N)=O (stereo unspecified) | -10% | 10% | 2% | . | 4% | 3% | 3.0 | -6%
Cc1ccc(Oc2nnc(-c3ccccc3)c3ccccc23)cc1 | -10% | -1% | -1% | . | 21% | -11% | -3.1 | -11%
Cc1cccc2cc(CN(CCCN3CCOCC3)Cc3nnnn3C(C)(C)C)c(=O)[nH]c12 | -3% | 7% | 4% | . | -2% | -1% | -2.2 | -5%[57.1 µM]
O=C(CSc1nnc(Cc2ccccc2)o1)N1CCOCC1 | -2% | 6% | 6% | . | 0% | 1% | 0.1 | 0%
CCC(=O)Nn1cnc2c(c1=O)C1(CCCCC1)Cc1ccccc1-2 | 4% | 1% | 24% | 1 | 5% | 12% | 0.1 | -13%
COCCN1CCN(C(=O)c2cc(COc3ccc(F)cc3Cl)on2)CC1 | -4% | -8% | 1% | 3 | -10% | 23% | -0.2 | -5%
COCCC(=O)N1CCC(Oc2ccc(C(=O)NCc3ccon3)cc2)CC1 | -1% | -6% | 2% | -6 | 4% | . | -2.4 | -33%
Cc1cccc(C(=O)N2CCCC(c3nc(-c4ccc(C)o4)no3)C2)c1 (stereo unspecified) | -14% | 15% | -2% | 0 | 6% | 23% | 0.4 | 9%
COC(=O)c1ccccc1NC(=O)CSc1nc(-c2ccco2)cc(C(F)(F)F)n1 | -7% | -5% | 9% | . | -2% | 9% | 1.9 | -10%
O=C(CSCc1cnn(-c2ccccc2)c1-n1cccc1)NCCN1CCOCC1 | -16% | -11% | 3% | 2 | -3% | ? | -0.4 | 2%
O=C(Nc1cccc(S(=O)(=O)NC2=NCCCCC2)c1)c1cc(-c2ccco2)nc2ccccc12 | -19% | ? | 1% | -73* | 0% | 22% | 8.9 | ?
COc1ccc(OC)c(S(=O)(=O)N2CCCC(C(=O)NCc3ccco3)C2)c1 (stereo unspecified) | -19% | -21% | -4% | 2 | 7% | 11% | -1.8 | 0%
COCCn1cnc2c1c(=O)n(CC(=O)OCC#N)c(=O)n2Cc1ccccc1 | 3% | -3% | 10% | 6 | 6% | 9% | -1.2 | 1%
Cc1ccc(/C=N\NC(=O)Cn2nnc3ccccc32)o1 | -2% | 1% | 6% | -2 | 1% | 17% | 4.3 | -14%
CC(=NNS(=O)(=O)c1cccc([N+](=O)[O-])c1)c1ccc(-n2ccnc2)cc1 | 19µM* | 0% | -20% | -13 | 0% | . | 0.6 | -30%
O=C(Nc1cc(C(F)(F)F)ccc1Cl)c1cccc(N2C(=O)CCC2=O)c1 | -10% | -11% | -1% | -2 | 10% | . | -4.2 | -29%
Cc1ccc(C(c2nnnn2CCC(C)C)N2CCN(C)CC2)cc1 (stereo unspecified) | -2% | -9% | 4% | 3 | -8% | 11% | -0.6 | 1%
C/C(=N\NC(=O)c1ccccc1)C1C2C=CC(C2)C1(C)C (stereo unspecified) | 4% | -2% | 5% | 10 | -5% | 5% | 1.1 | -7%
COC(=O)c1ccc(C2NCCc3cc(OC)c(OC)cc32)cc1 (stereo unspecified) | -13% | ? | -17% | 14 | 3% | 26% | 0.8 | -4%
CCN(c1ccccc1)S(=O)(=O)c1ccc(C(=O)NCCCN2CCOCC2)cc1 | -8% | 9% | -1% | 1 | 2% | 9% | 0.5 | 9%
O=C(NC1CCCC1)C(c1ccc(N2CCOCC2)cc1)N(Cc1ccco1)C(=O)c1ccco1 (stereo unspecified) | -1% | 1% | 17% | 0 | -11% | 9% | 0.1 | 1%
CN(C)CCNC(=O)CN1C(=O)COc2ccc(C(C)(C)C)cc21 | -14% | -8% | 0% | 2 | 1% | -11% | -2.4 | -3%
C/C(=N\O)C(C)(C)Nc1ccc(Br)cc1 | -8% | -23% | 2% | 6 | -10% | -8% | 2.1 | 7%

One compound at a time, as listed above:
Oc1c(CN2CCCCC2)cc(Br)c2cccnc12 across the screens: PLK1 PBD inh = ?; EPAC1 antagonist = 2%; Abeta rescue = -73%[inhibitor]; PI5P4K alpha inh = -21; EPAC1 ag = -2%; FUS suppressor = 12%; IL-2 act = -2.8; WRN helicase inh = 7%
COCCC(=O)N1CCC(Oc2ccc(C(=O)NCc3ccon3)cc2)CC1 across the screens: PLK1 PBD inh = -1%; EPAC1 antagonist = -6%; Abeta rescue = 2%; PI5P4K alpha inh = -6; EPAC1 ag = 4%; FUS suppressor = .; IL-2 act = -2.4; WRN helicase inh = -33%

Compounds as they come (roughly 4.1% active in at least one column).
